Assay outcomes: PubChem, The Scripps Research Institute Molecular Screening Center
OX1R antag-1: antagonists of human orexin 1 receptor (OX1R); Orexin/Hypocretin receptor type 1 (Homo sapiens), O43613; hit rate 1.8% among 330,000; AID 485270, 2010; OX1R-expressing cells, FRET antagonist read-out; inhibition, % at 6.6 µM; in the data active = inhibition mostly above about 38%, no sharp cut-off; inactive = mostly below about 40%;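 note: 0% = agonist challenge alone and 100% = reference antagonist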
Target sequence (O43613 whole entry, looked up): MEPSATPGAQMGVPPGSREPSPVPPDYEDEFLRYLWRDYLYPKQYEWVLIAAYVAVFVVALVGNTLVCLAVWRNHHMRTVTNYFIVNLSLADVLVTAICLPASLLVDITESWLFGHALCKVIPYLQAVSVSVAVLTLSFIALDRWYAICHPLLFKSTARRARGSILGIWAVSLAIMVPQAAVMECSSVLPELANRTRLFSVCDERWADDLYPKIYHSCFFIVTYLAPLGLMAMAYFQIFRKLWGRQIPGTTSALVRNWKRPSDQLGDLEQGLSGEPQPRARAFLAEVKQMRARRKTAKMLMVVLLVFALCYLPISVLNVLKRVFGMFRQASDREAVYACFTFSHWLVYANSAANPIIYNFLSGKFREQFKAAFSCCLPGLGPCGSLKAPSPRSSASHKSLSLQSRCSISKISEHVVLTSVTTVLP
OX1R antag-2: OX1R (HCRTR1) antagonists, primary screen, fluorescence, CHO/OX1R cells, Fluo-8 calcium, orexin A; Fluo-8 calcium fluorescence; Orexin/Hypocretin receptor type 1 (Homo sapiens), O43613; AID 434989, 2010; inhibition, % at 5 µM; hit rate 0.43% among 330,000;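 active = inhibition above its plate's threshold, mean inhibition of all tested compounds on the plate plus 3 SD, cut at about 37% in these data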;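 note: 0% = orexin A challenge wells and 100% = SB-334867-A antagonist wells; not every result past the cut was called active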
Numbers without * were called inactive.

Compound | OX1R antag-1 | OX1R antag-2
COc1ccc(C2=C(C)C(N3CCN(C(=O)c4ccco4)CC3)=NS2(=O)=O)cc1 | 7 | 1
CC1(CCC(=O)N2CCCC(N3CCN(c4cccc(C(F)(F)F)c4)CC3)C2)CC1 (stereo unspecified) | 5 | -43
COC(=O)c1ccc(NC(=O)C(=O)N2CCN(C(=S)Nc3ccc(OC)cc3)CC2)cc1 | 5 | -7
COc1ccc(NC(=O)COC(=O)c2ccc(S(=O)(=O)N(C)c3ccccc3OC)cc2)cc1OC | 31 | -13
O=C(Nc1cccc2ncccc12)c1ccc(-c2ccc(Cl)cc2Cl)o1 | 19 | -11
COc1ccc(CNc2nc(-c3ccccc3)nc3ccccc23)cc1OC | 85* | 12
CCn1c(SCC(=O)Nc2ccc(C)cc2)nc2nc3c(cc2c1=O)COC(C)(C)C3 | 5 | -29
COc1ccc(C(c2nnnn2C2CCCC2)N2CCC(C)CC2)c(OC)c1 (stereo unspecified) | 2 | -22
CCCCC1CCC(C(=O)NCc2ccc3c(c2)OCO3)CC1 (stereo unspecified) | 10 | 8
CN(C(=O)CSc1ncnc2scc(-c3ccccc3)c12)C1CCS(=O)(=O)C1 (stereo unspecified) | 8 | -40
COC(=O)c1c(C(=O)NCc2ccccc2)ncn1CC(O)COc1ccccc1 (stereo unspecified) | 10 | -23
C#CC[N+]1(CC#Cc2cccc3ccccc23)CCOCC1 | 25 | -10
CC(=O)Nc1ccc(S(=O)(=O)Nc2ccc(Cl)nn2)cc1 | 7 | 2
Cc1cc2nc(C3CCN(Cc4nnnn4Cc4ccccc4)CC3)[nH]c2cc1C | 7 | -32
CCCOc1ccc(OCCOCCN2CCc3ccccc3C2)cc1 | 8 | -12
c1ccc(-c2cc3c(N4CCN(c5ncccn5)CC4)ncnc3s2)cc1 | 14 | -35
Cc1cccc(OCCCc2c(C)n[nH]c2C)c1 | 18 | -5
Cc1oc(-c2cc(F)ccc2F)nc1CN1CCN(c2ncnc3ccccc23)CC1 | 23 | 1
O=C(c1ccc(N2CCOCC2)cc1[N+](=O)[O-])N1CCOCC1 | 16 | 2
CC(C)OCC(O)CS(=O)Cc1ccccc1 (stereo unspecified) | -1 | -15

Other records follow:
Compound | OX1R antag-1 | OX1R antag-2
Cc1sc2ncnc(N[C@@H](Cc3ccccc3)C(=O)O)c2c1C | 2 | -15
COc1ccccc1C(=O)NC(=O)COC(=O)CNC(=O)c1ccccc1F | 6 | 9
O=C(Nc1ccc2c(c1)CN(Cc1ccc(CO)o1)CC2)c1ccc(C(F)(F)F)cc1 | 20 | -9
C[C@H](NC(=O)c1nc[nH]c1C(=O)N1CCc2ccccc2C1)C(=O)OC(C)(C)C | 18 | -20
CC(C)CNS(=O)(=O)c1ccc(OCC(=O)Nc2ccc(F)cc2F)cc1 | 14 | -15
O=C(NCc1ccco1)c1cc2cc(Br)ccc2o1 | 7 | -12
Cc1cc(C)cc(N(C(=O)c2sc(C)nc2C)C(C(=O)NC(C)(C)C)c2ccncc2)c1 (stereo unspecified) | 7 | -23
Cc1nc2c3ccccc3nc(NNC(=O)CCC(=O)NC3CCCC3)n2n1 | 15 | -12
Cc1cc(CNC(=O)c2cc(COc3c(F)cccc3F)on2)nn1C | 10 | -34
Cc1ccc(CN(C)C(=O)CN2C(=O)NC3(CCCC3)C2=O)o1 | 4 | -11
COC(=O)C1=C(C(=O)OC)[C@@H]2N(C)c3ccc(OC)cc3[C@@]23C[C@@H](C(=O)OC)N(C(=O)c2ccc(Br)cc2)C3=N1 | 12 | -31
O=C(CSc1ccc(Cl)cc1)N1CCN(c2ccc([N+](=O)[O-])cc2Cl)CC1 | 34 | 12
CCOC(=O)N1CCC(N(C(=O)Nc2ccc(Cl)c(Cl)c2)C(C)CC)CC1 (stereo unspecified) | -3 | -1
Brc1ccc(-c2ncc(-c3ccccc3)cn2)cc1 | 7 | 2
CN(C)CCCN=Cc1c(O)n(Cc2ccc3c(c2)OCO3)c(=O)c2ccccc12 | 13 | -12
CCN(CC)S(=O)(=O)c1ccc2[nH]c(=O)cc(C(=O)Nc3ccccc3N3CCOCC3)c2c1 | 0 | -14
CCOC(=O)CC1COCCN1Cc1cn[nH]c1-c1cc(OC)c(OC)c(OC)c1 (stereo unspecified) | 13 | -10
C#Cc1ccc([C@H]2C=C(C(=O)N3CCN(Cc4ccccc4)CC3)O[C@@H](OCC)[C@@H]2CCCO)cc1 | 43 | -33
Cc1ccc(-c2nn(C)c(=O)c3ccccc23)cc1S(=O)(=O)NCCN1CCOCC1 | 13 | -38
COc1ccccc1C(=O)NCCN=C1NS(=O)(=O)c2ccccc21 | 20 | -7

Remaining list, next part
Compound | OX1R antag-1 | OX1R antag-2
CCc1ccc(NC(=S)Nc2cccc3cnccc23)cc1 | 8 | -21
CN(C(=O)CN1C(=O)S/C(=C\c2ccccc2Cl)C1=O)C1CCS(=O)(=O)C1 (stereo unspecified) | 18 | -16
CCC(CC)NC(=O)Nc1cccc(C)c1C | 17 | -11
Cc1cc(=O)oc2cc(OC(C)C(=O)NC3CCCC3)ccc12 (stereo unspecified) | 9 | -5
CCOC(=O)N1CCc2c(sc3c2c(=O)n(-c2ccc(CC)cc2)c(=O)n3CC(=O)NCC2CCCO2)C1 (stereo unspecified) | 16 | -18
Cc1cc2cc3c(cc2nc1SCC(=O)Nc1ccccc1)CCC3 | 6 | -5
CCN(CC)S(=O)(=O)c1ccc2c(c1)c(=O)c(C(=O)N1CCN(c3ccccc3)CC1)cn2C | 9 | -31
CCOc1ccc(N2C(=O)C3ON(c4ccccc4)C(c4ccco4)C3C2=O)cc1 (stereo unspecified) | 7 | -30
CC(C)Oc1ccc(C(=O)OCC(=O)N2CCCc3ccccc32)cc1 | 13 | -23
CCCCn1c(N)c(N(CC(C)C)C(=O)C2CC(=O)N(CCc3ccccc3)C2)c(=O)[nH]c1=O (stereo unspecified) | 11 | -5
Cc1onc(C(=O)N2CCN(c3ccccc3)CC2)c1[N+](=O)[O-] | 8 | -6
CCN(CC)S(=O)(=O)c1ccc(Cl)c(C(=O)NCc2ccccc2Cl)c1 | 14 | -36
COc1ccc(C(=O)COC(=O)c2ccn(C)n2)cc1 | 5 | -5
Cn1c(=O)c2c(nc(/C=C/c3cccc(Cl)c3)n2C)n(C)c1=O | 22 | -16
O=C(Nc1ccc(C(F)(F)F)cc1)c1cccnc1N1CCOCC1 | 13 | 9
O=C(N/N=C/c1ccc(-c2cccc([N+](=O)[O-])c2)o1)c1ccccc1O | 10 | -17
Cc1ccc(S(=O)(=O)N(C)C)cc1NC(=O)c1cccs1 | 7 | -10
COc1ccc(S(=O)(=O)N/N=C(/C)c2ccncc2)c(OC)c1 | 12 | 6
O=C1C2C3C=CC(C4CC34)C2C(=O)N1CCc1ccccc1 (stereo unspecified) | 18 | -6
Cc1cc(C)c(C#N)c(SCC(=O)NC(C)(C)C)n1 | 12 | -12

(further entries)
Compound | OX1R antag-1 | OX1R antag-2
CCOC(=O)c1ccc(NC(=O)Nc2c(C)n(C)n(-c3ccccc3)c2=O)cc1 | 31 | -17
COc1ccc(OC)c(S(=O)(=O)N2CCCC2C(=O)N2CCc3ccccc3C2)c1 (stereo unspecified) | 26 | -19
O=S(=O)(Nc1ccccc1N1CCCCC1)c1ccccc1 | 11 | -26
Cc1ccc2sc(N(CCCN(C)C)C(=O)c3ccc(S(=O)(=O)N4CCOCC4)cc3)nc2c1C | 17 | -22
CSCCC(NS(=O)(=O)c1ccccc1F)C(=O)N1CCCCCCC1 (stereo unspecified) | 10 | -29
CC(C)(C)c1ccc(Cn2nnc3c(=O)[nH]c(C4CCCN(C(=O)Cc5cccs5)C4)nc32)cc1 (stereo unspecified) | 4 | -34
COc1ccc(C(=O)/C=C/C(=O)N(CC(=O)NC2CCCCC2)CC2CCCO2)c(O)c1 (stereo unspecified) | 11 | -37
COc1cccc(OC)c1C(=O)Nc1c(C(=O)N2CCN(c3ccccn3)CC2)oc2ccccc12 | 26 | -37
COc1ccc(S(=O)(=O)N2CCN(C(=O)CCNC(=O)c3ccccc3Cl)CC2)cc1 | 1 | -19
Cc1ccc(NC(=O)CN(C)C(=O)CSc2nc(C)cs2)cc1 | 23 | -18
COc1ccc(N2CC(C)Cn3c2nc2c3c(=O)n(Cc3ccccc3)c(=O)n2C)c(OC)c1 (stereo unspecified) | 14 | -35
Cc1onc(-c2ccccc2)c1C(=O)N(CC(C)C)c1c(N)n(CC(C)C)c(=O)[nH]c1=O | 2 | -10
Cc1cccc(NC(=O)CN2C(=S)NC(C)(C)CC2C)c1 (stereo unspecified) | 5 | -5
NC(=O)CC(NC(=O)c1ccc(Br)cc1)c1ccc(N2CCCCCCC2)c([N+](=O)[O-])c1 (stereo unspecified) | 21 | -18
CC1CCCN(C/C=C/c2ccccc2[N+](=O)[O-])C1 (stereo unspecified) | 19 | -8
CC(=O)Nc1n[nH]c(-c2ccc(C)cc2)c1C | 6 | 0
O=[N+]([O-])c1cccc(Cl)c1CSc1ccccn1 | 5 | -10
COc1ccc2cc(C(N)=O)c(=Nc3ccc(C)cc3)oc2c1 | 11 | -14
Cc1cc(C)n2c(Br)c(CSc3nc4ccccc4s3)nc2n1 | 21 | -7
O=C(c1cc(Br)ccc1Cl)N1CCCC1 | 13 | -10

Continuation:
Compound | OX1R antag-1 | OX1R antag-2
COC(=O)C(O)(CC(=O)Nc1cc(Cl)ccc1Cl)C(F)(F)F (stereo unspecified) | 3 | -13
CN1C(=O)/C(=C/c2ccc(OCc3ccc(C(=O)O)cc3)c(Cl)c2)NC1=S | 3 | -3
Cc1cccc(NC(=O)c2oc(=O)c3ccccc3c2-c2ccccc2)c1C | 19 | -25
COc1ccc(/C=N/S(=O)(=O)c2ccc(C)cc2)cc1 | 2 | -12
COc1cc(/C=N/n2cnnc2-n2nc(C)cc2C)cc([N+](=O)[O-])c1O | 7 | -6
COc1ccc(NC(=O)Cc2coc3cc(C)ccc23)cc1S(=O)(=O)N1CCOCC1 | 22 | -14
COc1ccc(-c2cn[nH]c2-c2ccc(OCc3ccc(F)cc3)cc2O)cc1OC | 25 | -6
CCNc1nc(NCC)nc(N(n2cnnc2)S(=O)(=O)c2ccc(C)cc2)n1 | 4 | -25
Cc1cc(/C=C(\C#N)C(=O)NCc2ccco2)c(C)[nH]1 | 26 | -6
O=C(c1sccc1Br)N1CCN(Cc2ccc3c(c2)OCO3)CC1 | 13 | -10
CCn1c(CNc2ccc(F)cc2)nnc1SCC(=O)N1CCCc2ccccc21 | 29 | -27
CCOC(=O)N1CCN(CC(=O)Nc2ccc(F)c(F)c2F)CC1 | 6 | -1
O=S(=O)(NCCCN1CCOCC1)c1ccc(Cl)s1 | 19 | -23
O=C(NN1C(=O)c2ccccc2C1=O)C1CC2CCC1C2 (stereo unspecified) | 26 | 4
CSCCC(Nc1ccc(S(=O)(=O)N2CCOCC2)cc1[N+](=O)[O-])C(=O)OCC(=O)NCC(C)C (stereo unspecified) | 40 | -5
COc1ccc(-c2nc(-c3ccccc3OC)no2)cc1OC | 34 | -10
CC(=O)N=c1c(C#N)cc2c(=O)n3ccccc3nc2n1Cc1ccccc1 | 2 | 15
CC(=O)c1cccc(NC(=O)C(C)OC(=O)CCc2nc3ccccc3c(=O)[nH]2)c1 (stereo unspecified) | 13 | -13
COc1cc(OC)cc(C(=O)NC(C(=O)N2CCC2)C(C)C)c1 (stereo unspecified) | 4 | -10
CCOc1ccc(OCC)c(NC(=O)C2CCN(c3ncccn3)CC2)c1 | 16 | -20

4 consecutive records from above, quoted:
Compound | OX1R antag-1 | OX1R antag-2
COC(=O)C(O)(CC(=O)Nc1cc(Cl)ccc1Cl)C(F)(F)F (stereo unspecified) | 3 | -13
CN1C(=O)/C(=C/c2ccc(OCc3ccc(C(=O)O)cc3)c(Cl)c2)NC1=S | 3 | -3
Cc1cccc(NC(=O)c2oc(=O)c3ccccc3c2-c2ccccc2)c1C | 19 | -25
COc1ccc(/C=N/S(=O)(=O)c2ccc(C)cc2)cc1 | 2 | -12

Other results.
Compound | OX1R antag-1 | OX1R antag-2
CCOC(=O)COc1ccc2c3c(c(=O)oc2c1)CCCC3 | -10 | -32
CC(C)CC1NC(=O)c2ccccc2-n2c1nc1ccccc1c2=O (stereo unspecified) | 13 | -3
CCCCn1c(SCC(=O)Nc2cc(C)on2)nnc1-c1cccnc1 | 6 | -11
Cc1cc(C)cc(CC2CC(=O)N(c3ccc([N+](=O)[O-])cc3)C2=O)c1 (stereo unspecified) | 17 | -10
O=C(COc1ccc2c3c(c(=O)oc2c1)CCC3)NCC(O)c1ccccc1 (stereo unspecified) | 6 | -7
O=C(CN1C(=O)NC2(CCCC2)C1=O)Nc1cccc(Cl)c1Cl | 2 | -17
CCC(C)Nc1nnnc2c1sc1nc3c(cc12)COC(C)(C)C3 (stereo unspecified) | 31 | -5
Cc1ccccc1NC(=O)c1c(C)nn(-c2ccccc2)c1Cl | 17 | -28

In a second layout: entries from further up
> Cc1ccccc1NC(=O)c1c(C)nn(-c2ccccc2)c1Cl
- OX1R antag-1: 17
- OX1R antag-2: -28

> CCOC(=O)COc1ccc2c3c(c(=O)oc2c1)CCCC3
- OX1R antag-1: -10
- OX1R antag-2: -32

> CCC(C)Nc1nnnc2c1sc1nc3c(cc12)COC(C)(C)C3 (stereo unspecified)
- OX1R antag-1: 31
- OX1R antag-2: -5
